PP1 counter = counter-screen for PP5 inhibitors: inhibitors of human PP1-alpha; P62136; purified PP1alpha, OMFP fluorescence; inhibition, % at 6.7 µM; 320,000 compounds, 0.9% hits; AID 2235;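 active = inhibition above the mean inhibition of all tested compounds plus 3 SD, computed separately for each screening campaign, cut at about 15% in these data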
Target sequence (P62136 whole entry, looked up): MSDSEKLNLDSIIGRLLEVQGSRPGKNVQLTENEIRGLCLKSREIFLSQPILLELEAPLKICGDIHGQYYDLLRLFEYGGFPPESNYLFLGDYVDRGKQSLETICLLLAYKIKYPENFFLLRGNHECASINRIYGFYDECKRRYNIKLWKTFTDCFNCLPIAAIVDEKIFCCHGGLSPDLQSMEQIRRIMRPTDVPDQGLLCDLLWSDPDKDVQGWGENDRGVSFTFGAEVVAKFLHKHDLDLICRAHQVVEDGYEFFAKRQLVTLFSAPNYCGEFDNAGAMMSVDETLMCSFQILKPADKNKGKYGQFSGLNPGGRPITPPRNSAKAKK
TPT1 inhibitor = blocks Candida albicans tRNA 2'-phosphotransferase; recombinant caTPT1, FP RNA substrate dephosphorylation; inhibition, % at 5 µM; 300,000 compounds, 0.81% hits; AID 1962;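 active = inhibition above the mean of all tested compounds plus 3 SD, set per screening campaign, cut at about 24% in these data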;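 note: plate controls were DMSO alone for no effect and ferristatin control at 100 nM for full effect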
LYPLA2 inh = blocks human lysophospholipase 2, a PME1 counter-screen; O95372; recombinant LYPLA2, FP-Rh probe fluorescence polarization; inhibition, % at 5.9 µM; 320,000 compounds, 0.38% hits; AID 2177;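 active = inhibition above the screen-wide mean plus 3 SD, limit set per campaign, cut at about 26% in these data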;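 note: 0% = LYPLA2 with DMSO and 100% = wells lacking LYPLA2 enzyme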
Target sequence (O95372 whole entry, looked up): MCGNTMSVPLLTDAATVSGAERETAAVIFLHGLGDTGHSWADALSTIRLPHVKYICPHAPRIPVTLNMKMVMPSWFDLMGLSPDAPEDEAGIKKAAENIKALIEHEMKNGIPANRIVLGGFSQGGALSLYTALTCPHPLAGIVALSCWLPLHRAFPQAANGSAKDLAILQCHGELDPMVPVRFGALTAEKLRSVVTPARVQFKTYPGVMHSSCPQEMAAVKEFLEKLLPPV
HCV core dimer = blocks dimerization of HCV core protein; TR-FRET GST/Flag-core106 dimerization, 1536-well; inhibition, % at 5 µM; 300,000 compounds, 0.33% hits;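 active = inhibition above the mean of all tested compounds plus 3 SD, set per screening campaign, cut at about 45% in these data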
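Assay system: tagged HCV core106 pair (GST and Flag); medium: KF-containing HEPES buffer, pH 7.45, DTT, CHAPS, BSA; also added: Eu donor and XL665 acceptor anti-tag antibodies; dosing: 5 µM single dose; timing: compound-protein-antibody incubation 4 h at 22.5 °C; signal: TR-FRET 671 and 617 nm emission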
PREPL inh = inhibits the human prolyl oligopeptidase-like enzyme. Q4J6C6. recombinant PREPL, fluorescence polarization activity-based probe. inhibition, % at 5.96 µM. 320,000 compounds, 0.68% hits; in the data active = inhibition above about 43%;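 note: 0% = enzyme with DMSO and 100% = wells lacking enzyme; many of its hits are not listed in these tables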
Efflux pump mplx = blocks antifungal efflux pumps in multiplex yeast assay; S. cerevisiae Candida pump triplex, Nile Red efflux; inhibition, % at 10 µM; 330,000 compounds, 0.44% hits;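 active = plate passing quality check with inhibition over a set limit, or well fluorescence over plate mean plus 4 SD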;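 note: Nile Red retained in pooled yeast measured as flow cytometry median fluorescence; 0% = buffer negative control and 100% = Enniatin B positive control; higher means more Nile Red kept so more efflux inhibition; some compounds called inactive have numbers as strong as hits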
PP5 inh = blocks human protein phosphatase 5 activity; purified PP5c, OMFP substrate fluorescence; 320,000 compounds, 0.18% hits; inhibition, % at 6.7 µM;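 active = inhibition above the campaign's mean inhibition across all tested compounds plus 3 SD, cut at about 9.5% in these data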;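 note: 0% = DMSO only and 100% = 100 µM cantharidin control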
Target sequence (P53041 whole entry, looked up): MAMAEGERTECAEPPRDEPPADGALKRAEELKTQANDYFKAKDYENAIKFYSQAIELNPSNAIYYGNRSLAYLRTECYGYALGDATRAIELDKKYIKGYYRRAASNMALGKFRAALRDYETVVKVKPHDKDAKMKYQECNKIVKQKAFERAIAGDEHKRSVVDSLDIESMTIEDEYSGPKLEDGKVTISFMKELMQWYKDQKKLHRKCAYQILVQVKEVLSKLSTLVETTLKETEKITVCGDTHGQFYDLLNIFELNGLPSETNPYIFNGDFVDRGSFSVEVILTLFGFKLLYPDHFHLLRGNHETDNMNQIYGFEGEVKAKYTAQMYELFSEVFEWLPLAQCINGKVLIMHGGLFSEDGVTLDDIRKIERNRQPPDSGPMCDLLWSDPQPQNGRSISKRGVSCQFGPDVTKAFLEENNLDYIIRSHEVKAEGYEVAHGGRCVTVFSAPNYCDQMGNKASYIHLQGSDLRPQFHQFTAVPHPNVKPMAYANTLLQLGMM
GASC-1 inh = human JMJD2C demethylase inhibition | Q9H3R0 | GST-JMJD2C(1-420) H3K9me3 demethylation, DELFIA europium | inhibition, % at 2.35 µM | 330,000 compounds, 0.069% hits | AID 2099;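 active = more than half of a compound's replicate wells show inhibition beyond 50%, single wells judged on their own value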;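 note: signal counts dimethyl H3K9 product captured on neutravidin plate; 0% = median of DMSO wells and 100% = 0.3 times that DMSO median; strong numbers were not always called active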
CTSL1 counter = cathepsin L1 inhibition, PFM18AAP counter-screen | inhibition, % at 5.96 µM | recombinant F. hepatica cathepsin L1, Z-Leu-Arg-MCA fluorescence | AID 1906 | 300,000 compounds, 0.49% hits;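 active = inhibition above the mean of all tested compounds plus 3 SD, set per screening campaign, cut at about 17% in these data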;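 note: 0% = plate median of test compound wells and 100% = 1 µM Z-Phe-Ala-diazomethylketone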
An asterisk follows results filed as active; . = not tested or not shown. This is a subset; count on the stated rates, not on these rows.

SMILES	PP1 counter	TPT1 inhibitor	LYPLA2 inh	HCV core dimer	PREPL inh	Efflux pump mplx	PP5 inh	GASC-1 inh	CTSL1 counter
C=CCNC(=O)C(C#N)c1nc2ccccc2nc1N1CCN(Cc2ccccc2)CC1 (stereo not given)	-11	4	-10	0	13	0.2	0.8	18	-3
CCOC(=O)N1CCC(N(CCN(C)C)C(=S)Nc2ccccc2OCC)CC1	12	3	3	3	-7	0.0	-2.8	-3	-3
Cc1cccc(N2CCN(C(=O)c3cc4ccccc4oc3=O)CC2)c1C	-1	-4	0	18	8	-0.2	0.3	44	4
O=C(Cn1c(=O)n(Cc2ccccc2)c(=O)c2cc(Cl)ccc21)NCC1CCCO1 (stereo not given)	1	1	-3	-4	11	0.4	2.6	7	0
c1ccc(CSC2=NCCS2)cc1	4	-7	-6	-3	-7	-0.1	1.4	2	-3
O=C(CCc1c[nH]c2ccccc12)OCC(=O)N1CCN(S(=O)(=O)c2ccccc2)CC1	1	-2	3	2	11	0.1	1.4	-8	-19
COc1ccc(-c2csc(/C(C#N)=C\c3cccc([N+](=O)[O-])c3)n2)cc1	1	-2	-3	-1	4	0.5	1.8	-5	-3
COC(=O)C1=C(C)NC(=O)/C1=C\c1cc(C)n(-c2ccccc2)c1C	-1	4	1	-3	3	0.2	3.4	42	-1
CCCCCCCCC(=O)N/N=C(\C)c1ccc(O)cc1O	0	-4	12	7	-2	-0.1	3.2	-1	0
CC(C)CC(=O)NC1(C(F)(F)F)NC(=O)N(c2ccccc2)C1=O (stereo not given)	-3	0	-3	-3	-7	0.1	-0.6	2	8
COC(=O)c1cc(C(=O)c2cc(Br)ccc2O)coc1=N	3	1	-4	10	16	0.1	-0.6	1	5
CCc1ccc2c(c1)/C(=C/C(=O)c1cccs1)C(=O)N2	1	1	0	-1	10	0.0	-3.5	-10	4

Copied from the list.
Result for `O=C(Cn1c(=O)n(Cc2ccccc2)c(=O)c2cc(Cl)ccc21)NCC1CCCO1` (stereo not given) under CTSL1 counter: 0
Result for `CCOC(=O)N1CCC(N(CCN(C)C)C(=S)Nc2ccccc2OCC)CC1` under CTSL1 counter: -3
Result for `CC(C)CC(=O)NC1(C(F)(F)F)NC(=O)N(c2ccccc2)C1=O` (stereo not given) under PREPL inh: -7
Result for `CCCCCCCCC(=O)N/N=C(\C)c1ccc(O)cc1O` under CTSL1 counter: 0

Later entries:
SMILES	PP1 counter	TPT1 inhibitor	LYPLA2 inh	HCV core dimer	PREPL inh	Efflux pump mplx	PP5 inh	GASC-1 inh	CTSL1 counter
COc1cccc(CNC(=O)c2cccc(S(=O)(=O)N3CCN(C)CC3)c2)c1	-3	-5	-2	-3	-4	0.1	-1.4	2	-3
NC(=O)C1CCN(C(=O)COc2cccc3cccnc23)CC1	-2	3	-2	-3	0	-0.2	2.9	-5	0
O=C(NCCc1ccccc1)C1CCN(Cc2ccccc2F)CC1	1	0	-3	-14	8	3.7	-1.1	-5	-7
O=C(CN1CCCCC1)NNC(=O)c1cccc(Br)c1	-2	0	2	0	-4	-0.5	1.1	-6	-2
Cc1nc2ccc(NC(=O)N3CCN(c4ccccn4)CC3)cc2s1	0	1	0	0	-4	0.1	2.2	10	-11
O=C(NCCCNC(=O)c1ccccc1F)c1ccco1	-1	2	-5	-7	-4	0.0	3.8	21	-2
CCOc1nc(C)ccc1-c1noc(-c2ccccc2OC)n1	-2	2	-1	-1	-12	0.0	4.4	11	2
CC1CCN(S(=O)(=O)c2ccc(NC(=O)CN3C(=O)NC(C)(c4ccccc4)C3=O)cc2)CC1 (stereo not given)	6	0	-18	3	-15	-0.1	2.3	-4	1
COc1cc(/C=C/c2ccc3cccc(O)c3n2)ccc1O	12	-2	9	-10	28	-0.1	1.6	-3	5
CCCC(C1=C(O)CC(C)(C)CC1=O)C1C(=O)CC(C)(C)CC1=O (stereo not given)	1	-2	3	-9	4	0.0	-0.3	2	-1
Cc1ccc(N(CC(=O)Nc2cccc(N(C)S(C)(=O)=O)c2)S(C)(=O)=O)cc1	-3	-1	-1	0	5	0.1	0.0	5	3
CCOc1ccc(-n2c(-c3ccco3)n[nH]c2=S)cc1	2	-3	-9	3	-4	0.0	0.1	5	-2

Brought forward from above: five compounds, then new ones.
SMILES	PP1 counter	TPT1 inhibitor	LYPLA2 inh	HCV core dimer	PREPL inh	Efflux pump mplx	PP5 inh	GASC-1 inh	CTSL1 counter
CC1CCN(S(=O)(=O)c2ccc(NC(=O)CN3C(=O)NC(C)(c4ccccc4)C3=O)cc2)CC1 (stereo not given)	6	0	-18	3	-15	-0.1	2.3	-4	1
COc1cc(/C=C/c2ccc3cccc(O)c3n2)ccc1O	12	-2	9	-10	28	-0.1	1.6	-3	5
CCCC(C1=C(O)CC(C)(C)CC1=O)C1C(=O)CC(C)(C)CC1=O (stereo not given)	1	-2	3	-9	4	0.0	-0.3	2	-1
Cc1ccc(N(CC(=O)Nc2cccc(N(C)S(C)(=O)=O)c2)S(C)(=O)=O)cc1	-3	-1	-1	0	5	0.1	0.0	5	3
CCOc1ccc(-n2c(-c3ccco3)n[nH]c2=S)cc1	2	-3	-9	3	-4	0.0	0.1	5	-2
CCOC(=O)[C@@H]1[C@H]2COc3cc(OC)ccc3[C@@H]2N2C(=O)N(c3cccc(Cl)c3)C(=O)[C@@]12C	3	-1	-3	-29	-76	0.2	1.4	0	0
COc1ccc(CNC(=O)CCNS(=O)(=O)c2ccc(Br)s2)cc1	-1	-1	7	0	-13	0.0	3.2	-3	1
CCO[C@@H]1OC(C(=O)N2CCN(Cc3ccc4c(c3)OCO4)CC2)=C[C@H](c2csc3ccccc23)[C@H]1CCCO	4	-4	5	-8	22	0.0	3.6	-9	2
Cc1ccc(-c2nc(Nc3ccc(N4CCOCC4)cc3)c3ccccc3n2)cc1	-2	-2	-21	-9	46*	0.0	9.1	0	3
Cc1cccc(-[n+]2c(C)cc(C)c3c(=O)[nH]c(=O)[nH]c32)c1	-2	3	4	2	10	0.8	-1.2	3	5
COc1ccccc1NC(=O)NS(=O)(=O)c1ccc(C)cc1	-4	-2	-7	2	10	0.0	-6.8	20	1
CCOC(=O)C1Nc2ccc(C(=O)O)cc2C2C=CCC12 (stereo not given)	34*	-6	-7	0	8	0.0	-1.1	-4	7
CC(C)NC(=O)NC(=O)COC(=O)c1c2c(nc3ccccc13)CCC2	7	1	-2	19	0	0.1	3.9	0	-1
NC(=O)C1(C(N)=O)OC1c1ccc(Cl)c(Cl)c1 (stereo not given)	-2	3	-1	0	-5	0.0	-5.3	-2	-2
CC(=O)N1CCCc2cc(S(=O)(=O)N3CCN(c4ccccn4)CC3)ccc21	-3	2	0	1	-56	0.0	1.4	-3	3
Cc1ccc2[nH]c(CNC(=O)c3ccccc3F)cc2c1	0	1	-1	7	4	-0.2	-0.7	10	1
CCOc1ccc(C(=O)Nc2ccccc2C#N)cc1[N+](=O)[O-]	-2	-2	-3	3	12	-0.3	-3.3	2	1
Cc1ccc(S(=O)(=O)N(C)c2ccc(C(=O)NCC(c3ccco3)N(C)C)cc2)cc1 (stereo not given)	-2	.	4	.	2	-0.1	0.2	.	.
CCc1ccc2oc(=O)cc(CN3CCCCC3C)c2c1 (stereo not given)	0	0	12	4	10	-0.1	2.5	3	4
Cc1ccccc1NS(=O)(=O)c1cccc(-c2nnc(-c3ccccc3)o2)c1	7	-6	1	5	5	0.0	0.8	-2	4
COC(=O)c1ccc(Cl)c(NC(=O)NC2CCCCC2)c1	0	-2	-7	-3	-1	0.0	1.6	-5	7
CCC1CCCCN1C(=O)COc1c(Br)cc(Br)c2cccnc12 (stereo not given)	0	0	5	24	7	0.1	3.2	-8	-1
Cc1ccc(NC(=O)/C(=C/c2ccc([N+](=O)[O-])cc2)NC(=O)c2ccccc2)cc1	1	-4	-14	10	3	0.1	-1.2	0	1
O=C(Oc1ccc(N(C(=O)c2ccncc2)S(=O)(=O)c2ccc(Cl)cc2)cc1)c1ccncc1	-3	0	-1	-3	-11	0.1	-2.5	0	-3
CCO[C@H]1OC(C(=O)NCc2nc3ccccc3[nH]2)=C[C@@H](c2ccc3c(c2)OCO3)[C@@H]1CCCO	0	1	1	-1	11	0.0	0.2	-4	-3
COc1ccc(/C=N/NC(=O)CN(C2=NS(=O)(=O)c3ccccc32)c2ccccc2)cc1OC	-1	0	-4	8	10	0.0	1.6	-7	3
COc1ccc(-c2cn3cccnc3n2)cc1	0	-2	0	3	3	0.0	-1.4	0	2
COCCNC(=S)c1ccc(OC)cc1	-2	-1	-2	-5	-7	0.1	-2.4	-3	-1
C=CCSc1nc(N)c(C(=O)Nc2ccccc2C)cc1C(N)=O	2	3	0	0	-7	0.0	3.7	0	1

Next section (3 carried over from the part before).
SMILES	PP1 counter	TPT1 inhibitor	LYPLA2 inh	HCV core dimer	PREPL inh	Efflux pump mplx	PP5 inh	GASC-1 inh	CTSL1 counter
COc1ccc(-c2cn3cccnc3n2)cc1	0	-2	0	3	3	0.0	-1.4	0	2
COCCNC(=S)c1ccc(OC)cc1	-2	-1	-2	-5	-7	0.1	-2.4	-3	-1
C=CCSc1nc(N)c(C(=O)Nc2ccccc2C)cc1C(N)=O	2	3	0	0	-7	0.0	3.7	0	1
COc1ccc2nc(C)cc(N3CCC(C(N)=O)CC3)c2c1	-3	1	6	-3	0	0.2	-0.1	33	2
O=C(CS(=O)(=O)Cc1ccccc1)Nc1nnc(C2CCCCC2)s1	0	4	-3	5	15	0.1	3.9	3	-2
Cn1nc(C(=O)Nc2cccc(S(=O)(=O)N3CCCC3)c2)c2ccccc2c1=O	0	.	-6	.	1	0.0	-0.2	-7	.
OC(c1ccc(Cl)cc1Cl)C(Cc1cccnc1)n1cncn1 (stereo not given)	1	0	2	0	-15	0.0	-0.1	-3	-1
COc1ccccc1NC(=S)NCc1ccc(S(N)(=O)=O)cc1	2	0	-1	2	-5	0.2	1.1	-8	-2
CCOc1ccc(C(=O)NCC(=O)OCC(=O)Nc2ccccc2OC)cc1	1	-3	-2	-1	-2	0.0	-0.4	-5	-19
Cc1ccc(NC(=O)COc2coc(CN3CCc4ccccc43)cc2=O)c(C)c1	-2	-1	-3	11	7	-0.1	2.4	1	5
COc1ccc(CNC(=O)COC(=O)CCn2c(C)csc2=O)cc1OC	-6	2	-1	0	0	0.0	-1.4	0	-4
COc1cc(C2/C(=C(\O)c3ccc4c(c3)CC(C)O4)C(=O)C(=O)N2CCCn2ccnc2)cc(OC)c1OC (stereo not given)	0	1	3	6	2	0.2	1.2	-4	-2
CC1CC(=O)Nc2ccccc2N1S(=O)(=O)c1ccc(C(F)(F)F)cc1 (stereo not given)	-3	0	8	-1	0	-0.2	3.5	-3	-3
COc1cccc(CN2CC(C(=O)NCCC3=CCCCC3)CCC2=O)c1 (stereo not given)	-2	-1	-13	-7	9	0.2	0.8	0	1
NC(=O)Cn1nnc(-c2ccc(NC(=O)c3ccc(F)cc3)cc2)n1	-3	-2	4	-6	-1	-0.4	0.9	4	-1
COc1ccc([C@H]2CC(=O)C=C(c3cccc(Cl)c3)C2)cc1OC	-2	.	5	.	12	0.0	0.9	1	.
CC(=O)N1CCN(c2ccc(NC(=O)c3ccccc3C)cc2)CC1	-3	-2	-1	-2	-3	0.1	-2.7	1	1

Screening data deposited in PubChem by several laboratories.
